# From PubChem
# BRCA1 expr act = activators of BRCA1 expression; Potency, µM (titrated, usually from 46.1 µM), for the others: at the top dose activation, most hits filed as activators; AID 624202; MCF7-BRCA1-FFLuc reporter, luminescence, 48 h; response scale: scaled: vehicle 0%, 10 µM genistein 100%; actives 1.1% (n = 380,000); note: potency is the fitted concentration of half-maximal effect; nearly all actives have a fitted effect of over 80% in size; some results filed as inactive show a strong effect at the top dose
#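 48 h compound treatment of MCF7-BRCA1-FFLuc cells (phenol-red free MEM, 37 °C), then 15 min with luciferase substrate and luminescence imaging.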
# TSG101-PTAP inh = blocks PTAP/TSG101 interaction to inhibit HIV-1 budding. Q99816. AID 493005. Potency, µM (highest dose often 115 µM), inactives show at the top dose activity change, negative = inhibition, actives largely listed as inhibitors. Fluorescence polarization, FITC-PTAP peptide / Tsg101 binding. 340,000 tested, under 10 active; active = well fitted inhibition curve with a large enough effect in the main read-out, with a control signal flat, not every such curve was filed as active; inconclusive = small, poorly fitted or top-dose-only effect, or effect the other way, or a change in a side signal; inactive = no such curve, though single readings can be large or run the other way; note: potency is the fitted concentration of half-maximal effect; % of control where 0% means no effect
#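 Fluorescence anisotropy tracks displacement of a FITC-tagged PTAP peptide (50 nM) from the Tsg101 binding domain (10 uM), following a 20 min room-temperature incubation at pH 7.5.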
# a7 integrin act = activators of alpha7 integrin expression for muscular dystrophy; alpha7betagal myoblasts, beta-gal FDG fluorescence, 48 h; Potency, µM (top dose mostly 38.3 µM), for inactives: at the top dose activation, most hits filed as activators; actives 0.064% (n = 350,000);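 note: potency is the fitted concentration of half-maximal effect; 100% = response of the positive control SU9516; nearly all actives have a fitted effect of over 60% in size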
#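 alpha7betagal+/- myoblasts (passage 13, 250/well) treated 48 h at 37C with compounds at 1:260 dilution of DMSO stock. Lysed, then beta-galactosidase activity read as FDG fluorescence (ex 480/em 540) after 30 min, with pre-read for autofluorescence.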
# Eya2 inh = inhibitors of human Eya2 phosphatase activity; recombinant Eya2, OMFP fluorescence dephosphorylation (OMFP is methylfluorescein phosphate); Potency, µM (highest dose often 76.9 µM), for inactives: at the highest dose activity, negative = inhibition, actives largely listed as inhibitors; O00167; actives 0.006% (n = 330,000); note: potency is the fitted concentration of half-maximal effect; % is set by controls: 0 for no effect and ±100 for the full control effect
#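 Eya2 protein (added as 0.2 uM solution) was preincubated with compound for 10 min at ambient temperature in 50 mM HEPES pH 7.5, 50 mM NaCl, 5 uM MgCl2, 0.05% BSA, 1 mM DTT. OMFP (added at 50 uM) then reacted 10 min; fluorescence read at 485/525 nm.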
# p53 reactivation = mutant p53 re-activation in reporter cells | H1299 p53-A138V BP100-luciferase reporter, luminescence, 24 h | Potency, µM (highest dose often 92.2 µM), for the others: at the top dose activity change, positive = activation, hits mostly activators | actives 0.063% (n = 320,000); note: potency is the fitted concentration of half-maximal effect; % of control where 0% means no effect; nearly all actives have a fitted effect of over 45% in size
#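 p53-null H1299 cells stably carrying temperature-sensitive p53-A138V and a BP100-luciferase reporter were pinned with compounds (4-point, 1:5 series) and held 24 hrs at 37 deg C. Luminescence was read 10 min after detection reagent.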
# USP2a inh = USP2a (human) protease inhibition. O75604. USP2 core, Ub-CHOP2 coupled fluorogenic reporter, 485/531. Potency, µM (highest dose often 38.3 µM), for inactives: at the highest dose activity change, negative = inhibition, hits mostly inhibitors. actives 0.01% (n = 330,000). AID 463254;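 note: potency is the fitted concentration of half-maximal effect; plate controls were DMSO wells for no effect and full inhibition by NEM control for full effect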
#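 Cell-free coupled assay: 10nM USP2 core preincubated 30min RT with compound in Tris-HCl pH 8.0/CaCl2/CHAPS buffer, then 25nM Ub-CHOP2 and 25nM reporter substrate; fluorescence (Ex 485/Em 531) read after 60min RT, normalized to NEM inhibition, concentration-response curves fitted.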
# ELG1 genotox = genotoxicity induction in ELG1-luciferase HEK293T cells. actives 1.3% (n = 330,000). Potency, µM (doses to about 46 µM), for inactives: at the highest dose activity change, positive = activation, most hits filed as activators. AID 504466. HEK293T ELG1-luciferase reporter, luminescence, 16 h; note: potency is the fitted concentration of half-maximal effect; % of control where 0% means no effect; nearly all actives have a fitted effect of over 60% in size
#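 After overnight (16 hr) compound treatment at 37 °C, ELG1-luciferase HEK293T cells were lysed with ONE-Glo; luminescence quantified 30 min later at room temperature.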
# TRPV1 ag = agonists of human vanilloid receptor 1 (TRPV1) | Q8NER1 | TRPV1-expressing cells, Fluo-8 calcium influx, agonist mode | activation, % at 8.33 µM | actives 0.19% (n = 320,000); in the data active = activation above about 80%; inconclusive = between about 30% and that limit; note: 0% is about no effect
# Target sequence (Q8NER1 whole entry, looked up): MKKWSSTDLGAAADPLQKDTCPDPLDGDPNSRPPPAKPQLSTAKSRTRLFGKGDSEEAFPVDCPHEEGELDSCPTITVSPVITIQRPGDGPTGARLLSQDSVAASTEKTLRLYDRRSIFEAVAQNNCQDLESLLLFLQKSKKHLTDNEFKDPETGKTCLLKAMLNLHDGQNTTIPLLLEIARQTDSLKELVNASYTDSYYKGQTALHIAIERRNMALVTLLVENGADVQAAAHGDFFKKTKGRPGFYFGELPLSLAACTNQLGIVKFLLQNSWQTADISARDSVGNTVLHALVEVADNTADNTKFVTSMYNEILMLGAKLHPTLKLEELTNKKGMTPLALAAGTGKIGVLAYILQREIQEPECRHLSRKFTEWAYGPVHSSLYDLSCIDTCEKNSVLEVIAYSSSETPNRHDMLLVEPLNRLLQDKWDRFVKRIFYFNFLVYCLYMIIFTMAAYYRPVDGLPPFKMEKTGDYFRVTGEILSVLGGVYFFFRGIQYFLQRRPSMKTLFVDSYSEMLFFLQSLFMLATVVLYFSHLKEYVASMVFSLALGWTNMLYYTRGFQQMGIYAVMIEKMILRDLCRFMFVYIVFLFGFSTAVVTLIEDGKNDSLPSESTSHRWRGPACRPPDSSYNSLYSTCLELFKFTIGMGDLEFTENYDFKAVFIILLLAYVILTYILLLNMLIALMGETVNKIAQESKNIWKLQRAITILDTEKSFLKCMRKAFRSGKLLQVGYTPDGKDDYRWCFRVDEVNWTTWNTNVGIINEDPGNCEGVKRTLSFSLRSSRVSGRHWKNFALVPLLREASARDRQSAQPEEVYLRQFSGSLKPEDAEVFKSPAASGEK
#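 TRPV1-expressing cells were cultured overnight at 35.5C and loaded with Fluo-8 calcium dye for 40 to 90 min at room temperature. After a 10 s baseline, compound was added and calcium influx was read kinetically for 3 min (ex 480/em 520 nm).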
# uPA surface inh = blocks generation of uPA at the cell surface; cell surface uPA generation assay, qHTS; Potency, µM (top dose mostly 38.3 µM), inactives show at the top dose activity change, negative = inhibition, most hits filed as inhibitors; actives 0.31% (n = 330,000); AID 540303; active = well fitted inhibition curve with a large enough effect; inconclusive = small, poorly fitted or top-dose-only effect; inactive = no such curve, though single readings can be large or run the other way; tested in mouse RAW 264.7 cells; note: potency is the fitted concentration of half-maximal effect; % is set by controls: 0 for no effect and ±100 for the full control effect; nearly all actives have a fitted effect of over 55% in size
# B2AR arrestin = beta2AR (human) beta-arrestin recruitment activity; P07550; beta-arrestin recruitment to beta2AR, cell-based reporter; Potency, µM (series often up to 46.1 µM), for inactives: at the top dose activation, hits mostly activators; actives 0.02% (n = 330,000); AID 492947;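 note: potency is the fitted concentration of half-maximal effect; 0% = DMSO controls and full agonism = EC100 isoproterenol or metaproterenol; nearly all actives have a fitted effect of over 65% in size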
# S-ASM inh = inhibitors of human secretory acid sphingomyelinase. P17405. placental ASM, HMU-PC fluorogenic substrate, 60 min. Potency, µM (titrated, usually from 57.5 µM), for the others: top-dose activity change, negative = inhibition, actives largely listed as inhibitors. actives 0.006% (n = 340,000). AID 504937; note: potency is the fitted concentration of half-maximal effect
#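 Fluorescence read-out (Ex 386 nm, Em 447 nm) after stopping the reaction at pH 10. Enzyme: ASM from human placenta; substrate HMU-PC0, 9 uM final; 60 min, 37 °C. Compound preincubation 10 min, ambient temperature.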
# * = called active by the depositor; ? = inconclusive; · = no result given; [ ] = another dose, or the depositor's remark. Unless noted, calls come from the whole dose curve; as a rule, active = well fitted curve in the direction sought with a large enough effect; inconclusive = small, poorly fitted or top-dose-only effect, or another doubt; inactive = no such curve, though single readings can be large; an effect the other way counts as inactive or inconclusive.
SMILES,BRCA1 expr act,TSG101-PTAP inh,a7 integrin act,Eya2 inh,p53 reactivation,USP2a inh,ELG1 genotox,TRPV1 ag,uPA surface inh,B2AR arrestin,S-ASM inh
Cc1nc2ccccc2c2c1C(=O)N(C(C)C)C2=O,-3%,0%,28%,-3%,3%,3%,1%,2,3%,0.0%,-1%
C=CCOc1ccc(CN(C)CC(O)COc2ccc(CCC(C)=O)cc2)cc1 (stereo not drawn),-51%,-1%,-56%[inhibitor],0%,-4%,3%,-4%,0,-3%,-0.9%,10%
N=C1C(c2nc3ccccc3s2)=C(O)CN1CCCO,19%,-2%,-8%,-12%,12%,1%,?,2,-1%,-0.1%,-1%
O=C(OCc1nnc(-c2ccccc2)o1)c1cccc(S(=O)(=O)N2CCOCC2)c1,13%,-6%,-7%,2%,4%,2%,4%,4,2%,-0.3%,0%
O=C(c1ccc(=O)[nH]n1)N1CCN(S(=O)(=O)c2ccc3ccccc3c2)CC1,-26%,1%,-14%,29%,-7%,-2%,-7%,-5,-6%,-0.1%,4%
COc1ccc(Nc2nc3ccccc3nc2C)cc1,-41%,1%,-25%,-8%,-4%,-1%,3%,7,0%,-3.4%,-5%
Cc1ccc(C(C)C)c(OCC(=O)NN=C(CCl)CCl)c1,·,·,·,3%,4%,2%,1%,10,·,-0.3%,·
Cc1ccccc1OCCC(=O)OCC(=O)NC1CCCCC1,-1%,-3%,25%,-27%,0%,-1%,-6%,22,4%,-0.3%,2%
COc1ccc(Nc2nnc(-c3ccncc3)s2)cc1Cl,9%,-3%,?,-8%,8%,3%,9%,?,-1%,-0.2%,11%
N#Cc1c(NC(=O)c2ccc([N+](=O)[O-])o2)sc2c1CCC2,-90%,-3%,-52%[inhibitor],0%,?,4%,?,0,?,0.1%,-1%
O=C(NC1=NCCS1)C1CCN(S(=O)(=O)c2cc([N+](=O)[O-])ccc2Cl)CC1,-64%,-5%,-41%[inhibitor],2%,?,-18%,-1%,·,-8%,4.3%,-3%
Cc1c(NC(=O)CN(c2ccccc2)S(=O)(=O)c2ccc(F)cc2)c(=O)n(-c2ccccc2)n1C,-22%,0%,20%,13%,-9%,0%,-1%,3,-13%,0.1%,-3%
COc1ccc([C@H]2CC(=O)C=C(c3ccc4ccccc4c3)C2)cc1OC,0%,·,20%,4%,-17%,2%,3%,4,17%,0.1%,-11%
CCN(Cc1ccccc1)C(=O)CCCOc1ccccc1,?,-7%,-8%,2%,?,-2%,?,?,0%,-0.6%,3%
CC1CCc2[nH]c3ccc(C(=O)Nc4ccc(C(=O)N(C)C)cc4)cc3c2C1 (stereo not drawn),12%,·,-8%,1%,10%,0%,6%,18,0%,0.3%,3%
S=C1NC2=C(CCC/C2=C\c2ccc(Cl)cc2)C(c2ccc(Cl)cc2)N1 (stereo not drawn),-22%,1%,-7%,12%,-2%,-6%,-2%,·,-1%,-1.1%,-15%
O=C(N/N=C/c1cn(-c2ccccc2)nc1-c1ccc(F)cc1)c1ccc2c(c1)OCO2,13%,-4%,23%,1%,2%,1%,-3%,-1,7%,-0.6%,-9%
Clc1ccccc1CSc1nnc(-c2ccccn2)n1Cc1ccco1,0%,-5%,-24%,-1%,-5%,-7%,-8%,?,0%,-0.4%,-5%
O=C(C1=C[C@@H](c2ccc(C(F)(F)F)cc2)C[C@@H](OCc2ccc(CO)cc2)O1)N1CCOCC1,-12%,-6%,5%,-22%,0%,2%,0%,?,-3%,-0.1%,2%
COc1ccccc1CNC(=O)Cn1cc(Br)ccc1=O,37%,0%,0%,10%,9%,-1%,5%,-3,3%,0.4%,1%
CN=C(NC1CCCCC1)c1ccc(Cl)cc1,-19%,-2%,-23%,1%,-12%,-1%,0%,4,3%,-0.5%,1%
CC(=O)Nc1cccc(N(C)S(C)(=O)=O)c1,11%,0%,20%,-2%,5%,4%,0%,1,7%,0.1%,0%
c1ccc(NCc2ccccn2)cc1,60%,-7%,5%,5%,15%,5%,9%,1,-4%,-0.2%,7%
CCCN1CCN(c2ncnc3scc(C4COc5ccccc5O4)c23)CC1 (stereo not drawn),-15%,3%,4%,-5%,-4%,0%,-18%,8,-2%,-0.3%,2%
CCCSC1=N/C(=C\C=C\c2ccco2)C(=O)S1,-15%,-1%,-40%,24%,6%,-7%,0%,4,-3%,-0.4%,-17%
Cc1noc(C)c1S(=O)(=O)N(CC(=O)NC1CCC(C)CC1)c1ccc(C(C)C)cc1 (stereo not drawn),-27%,-1%,21%,4%,6%,0%,1%,20,-4%,0.1%,0%
CC(C(=O)N1CCCCC1)N1C(=O)c2ccccc2C1=O (stereo not drawn),-1%,-4%,1%,-15%,7%,1%,-4%,-7,-2%,-0.2%,-1%
CNC(=O)/C(C#N)=C1/SC(Cc2ccc(F)cc2)C(=O)N1c1ccccc1 (stereo not drawn),-7%,-3%,-12%,-4%,2%,3%,-3%,·,4%,-0.9%,2%
N#C/C(=C(/O)COc1ccccc1)c1nc2ccccc2s1,-30%,-2%,9%,-4%,-4%,0%,-6%,2,1%,0.1%,-5%
Cc1cc(C(=O)COC(=O)c2n[nH]c3ccccc23)c(C)n1CC1CCCO1 (stereo not drawn),-7%,-2%,17%,0%,?,-1%,?,-1,-6%,0.4%,-3%
COc1ccc(CNC(=O)Cn2nnc(-c3ccc(NC(=O)C4CCCCC4)cc3)n2)cc1,103%,0%,13%,-2%,8%,4%,?,-3,-1%,-0.2%,-3%

# Of the compounds above, twelve contain a carbonyl joined to an NH by a bond outside any ring.
SMILES,BRCA1 expr act,TSG101-PTAP inh,a7 integrin act,Eya2 inh,p53 reactivation,USP2a inh,ELG1 genotox,TRPV1 ag,uPA surface inh,B2AR arrestin,S-ASM inh
Cc1ccc(C(C)C)c(OCC(=O)NN=C(CCl)CCl)c1,·,·,·,3%,4%,2%,1%,10,·,-0.3%,·
Cc1ccccc1OCCC(=O)OCC(=O)NC1CCCCC1,-1%,-3%,25%,-27%,0%,-1%,-6%,22,4%,-0.3%,2%
N#Cc1c(NC(=O)c2ccc([N+](=O)[O-])o2)sc2c1CCC2,-90%,-3%,-52%[inhibitor],0%,?,4%,?,0,?,0.1%,-1%
O=C(NC1=NCCS1)C1CCN(S(=O)(=O)c2cc([N+](=O)[O-])ccc2Cl)CC1,-64%,-5%,-41%[inhibitor],2%,?,-18%,-1%,·,-8%,4.3%,-3%
Cc1c(NC(=O)CN(c2ccccc2)S(=O)(=O)c2ccc(F)cc2)c(=O)n(-c2ccccc2)n1C,-22%,0%,20%,13%,-9%,0%,-1%,3,-13%,0.1%,-3%
CC1CCc2[nH]c3ccc(C(=O)Nc4ccc(C(=O)N(C)C)cc4)cc3c2C1 (stereo not drawn),12%,·,-8%,1%,10%,0%,6%,18,0%,0.3%,3%
O=C(N/N=C/c1cn(-c2ccccc2)nc1-c1ccc(F)cc1)c1ccc2c(c1)OCO2,13%,-4%,23%,1%,2%,1%,-3%,-1,7%,-0.6%,-9%
COc1ccccc1CNC(=O)Cn1cc(Br)ccc1=O,37%,0%,0%,10%,9%,-1%,5%,-3,3%,0.4%,1%
CC(=O)Nc1cccc(N(C)S(C)(=O)=O)c1,11%,0%,20%,-2%,5%,4%,0%,1,7%,0.1%,0%
Cc1noc(C)c1S(=O)(=O)N(CC(=O)NC1CCC(C)CC1)c1ccc(C(C)C)cc1 (stereo not drawn),-27%,-1%,21%,4%,6%,0%,1%,20,-4%,0.1%,0%
CNC(=O)/C(C#N)=C1/SC(Cc2ccc(F)cc2)C(=O)N1c1ccccc1 (stereo not drawn),-7%,-3%,-12%,-4%,2%,3%,-3%,·,4%,-0.9%,2%
COc1ccc(CNC(=O)Cn2nnc(-c3ccc(NC(=O)C4CCCCC4)cc3)n2)cc1,103%,0%,13%,-2%,8%,4%,?,-3,-1%,-0.2%,-3%

# Hits appear at their usual frequency; any-hit rate near 2.6%.
